Source: PubChem BioAssay (several laboratories)
NOD2-RIPK2 inh: NOD2-RIPK2 binding disruptors in cells, primary screen, fluorescence, CHO cells, BLA complementation. inhibition, % at 4.98 µM. CCF4 ratio. actives 0.38% (n = 360,000). Receptor-interacting serine/threonine-protein kinase 2 (Homo sapiens), O43353; in the data active means inhibition above about 21%;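 further: 0% = vehicle only and 100% = reference blocker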
NCOA2 inhibitor: inhibition of GAL4-SRC2 driven luciferase reporter, primary screen, SRC2 inhibitor project, cell-based, luminescence; HEK293 GAL4-SRC2 luciferase reporter; inhibition, % at 9 µM; actives 0.17% (n = 370,000);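 active means inhibition above the mean inhibition of all tested compounds plus 3 SD, set per campaign, cut at about 52% in these data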;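 further: 0% = DMSO treated cells and 100% = cells given Gossypol at 36 µM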
ABCB6 inh 2: ABCB6 transporter inhibitors, primary screen, K562-ABCB6 cells, flow cytometry, MLPCN library | ATP-binding cassette sub-family B member 6 (Homo sapiens), Q9NP58 | K562-ABCB6 porphyrin accumulation, 1 h; hits give low values | fluorescence ratio to DMSO, % at 10 µM | actives 0.19% (n = 360,000) | AID 602162, 2011;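 active means fluorescence ratio to DMSO below 75%, the collection mean minus 3 SD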;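 further: signal is porphyrin accumulated inside mitochondria; 100% equals median channel fluorescence of DMSO control wells; lower ratio means ABCB6 inhibition with less porphyrin fluorescence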
N-glyco inh: increase of ERlucT glycosylation luciferase signal, primary screen, N-linked glycosylation inhibitor project, D54 ERlucT cells, luminescence, set 2 | D54 ERlucT glycosylation luciferase reporter, 24 h; percent of 100 nM tunicamycin response | reporter increase, % at 12.5 µM | actives 0.23% (n = 360,000);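 active means mean luciferase reporter signal, scaled so untreated is 0 and the glycosylation-blocking control 100, at or above a set limit in every replicate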;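 further: luciferase carries N-glycosylation sites so blocking glycosylation raises the light; 0% = median of neutral control wells and 100% = median of 100 nM tunicamycin wells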
MC4R barr agon: MC4R agonists recruiting beta-arrestin, primary screen, cell-based, luminescence, agonist arm of biased-ligand search; Melanocortin receptor 4 (Homo sapiens), P32245; U2OS MC4R beta-arrestin complementation; percent of melanotan II response, DMSO zero; activation, % at 8.9 µM; actives 0.98% (n = 360,000); AID 540308, 2011;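 active means activation above a per-plate cutoff, the mean activation of sample wells on that plate plus 3 SD, cut at about 8% in these data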
m5-HT2A agonist: mouse Htr2a agonists via beta-arrestin recruitment, primary screen, cell-based, luminescence | AID 624169, 2012 | 5-hydroxytryptamine receptor 2A (Mus musculus), P35363 | actives 0.66% (n = 360,000) | activation, % at 7.6 µM | CHO-K1 mHTR2A beta-arrestin complementation; percent of 30 µM serotonin response;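 active means activation above a run cutoff, the mean activation of all tested compounds plus 3 SD, cut at about 14% in these data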;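 further: 0% = plate median of compound wells and 100% = 30 µM serotonin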
TLR9-MyD88 block: inhibitors of TLR9-MyD88 association in cells, primary screen, cell-based, CHO, BLA complementation, fluorescence; Toll-like receptor 9 (Homo sapiens) + Myeloid differentiation primary response protein …; CCF4 FRET ratio; inhibition, % at 4.98 µM; actives 0.21% (n = 340,000);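 active means inhibition above the mean over all tested compounds plus 3 SD, cut at about 21% in these data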;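 further: 0% = DMSO only wells and 100% = clavulanate BLA inhibitor control wells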
Target sequence (Q99836 whole entry, looked up): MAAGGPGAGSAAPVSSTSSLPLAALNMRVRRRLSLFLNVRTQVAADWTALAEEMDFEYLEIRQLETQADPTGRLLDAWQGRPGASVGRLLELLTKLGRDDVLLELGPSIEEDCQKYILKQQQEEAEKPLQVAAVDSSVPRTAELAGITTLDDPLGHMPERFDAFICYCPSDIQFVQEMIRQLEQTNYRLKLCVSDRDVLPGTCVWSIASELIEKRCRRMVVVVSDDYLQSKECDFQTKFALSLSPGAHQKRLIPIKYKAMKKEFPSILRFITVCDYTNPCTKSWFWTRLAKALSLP
Target sequence (Q9NR96 whole entry, looked up): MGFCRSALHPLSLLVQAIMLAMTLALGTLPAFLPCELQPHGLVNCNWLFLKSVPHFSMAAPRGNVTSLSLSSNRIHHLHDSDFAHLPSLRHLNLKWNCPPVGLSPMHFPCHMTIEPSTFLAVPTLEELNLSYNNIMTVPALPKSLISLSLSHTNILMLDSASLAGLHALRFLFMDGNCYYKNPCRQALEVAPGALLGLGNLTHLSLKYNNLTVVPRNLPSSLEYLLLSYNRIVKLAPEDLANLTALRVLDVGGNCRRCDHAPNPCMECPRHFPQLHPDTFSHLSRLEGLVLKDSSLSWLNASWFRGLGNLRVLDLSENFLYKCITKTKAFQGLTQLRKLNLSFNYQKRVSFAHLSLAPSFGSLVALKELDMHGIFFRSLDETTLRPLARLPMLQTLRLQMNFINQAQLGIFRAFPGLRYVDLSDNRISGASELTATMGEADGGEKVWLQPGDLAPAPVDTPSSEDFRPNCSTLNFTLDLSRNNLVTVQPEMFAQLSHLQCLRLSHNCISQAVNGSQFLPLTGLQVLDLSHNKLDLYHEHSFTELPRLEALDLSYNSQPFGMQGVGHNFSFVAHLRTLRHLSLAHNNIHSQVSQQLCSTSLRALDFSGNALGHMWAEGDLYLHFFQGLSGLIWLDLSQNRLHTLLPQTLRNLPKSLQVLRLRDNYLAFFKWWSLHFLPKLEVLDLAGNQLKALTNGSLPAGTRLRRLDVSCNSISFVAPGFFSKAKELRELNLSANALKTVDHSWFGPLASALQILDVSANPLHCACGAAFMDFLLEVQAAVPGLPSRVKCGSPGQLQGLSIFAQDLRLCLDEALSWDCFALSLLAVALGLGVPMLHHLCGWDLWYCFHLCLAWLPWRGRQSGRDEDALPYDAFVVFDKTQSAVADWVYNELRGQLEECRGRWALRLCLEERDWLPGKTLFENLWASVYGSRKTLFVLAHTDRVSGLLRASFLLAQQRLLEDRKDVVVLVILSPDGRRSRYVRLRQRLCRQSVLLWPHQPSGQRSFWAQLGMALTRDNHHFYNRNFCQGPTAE
H9c2 protect: cardioprotection against H2O2-induced cell death, primary screen, uHTS, H9c2 cells, ATPLite luminescence; protection from H2O2 cell death, % at 20 µM; H9c2 cardiomyocytes, H2O2 injury protection, 2 h; actives 0.63% (n = 360,000);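 active means compounds giving at least 50% protection of heart cells from peroxide-induced death in the single-dose screen, raw or plate-pattern-corrected value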;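 further: 0% = DMSO wells with peroxide and 100% = DMSO wells without peroxide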
MC4R antag cAMP: MC4R antagonists of cAMP signaling, primary screen, cell-based, TR-FRET, antagonist arm of biased-ligand search | AID 540295, 2011 | inhibition, % at 6.5 µM | actives 0.48% (n = 360,000) | MC4R-expressing cells, MTII-stimulated cAMP, LANCE TR-FRET | Melanocortin receptor 4 (Homo sapiens), P32245;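 active means inhibition above its plate's cutoff, the mean of tested wells on that plate plus 3 SD, cut at about 29% in these data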;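 further: 0% = Melanotan II alone and 100% = Melanotan II plus saturating MCL0020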
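Material: U2OS-MC4R stable cell line | Reagent: Melanotan II challenge after compound preincubation | Doses: One concentration, 6.5 µM nominal | Incubation: 30-min compound preincubation, 1-h Melanotan II challenge, 1-h detection, room temperature | Signal: TR-FRET cAMP assay | Replicates: One well per compound, no replicates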
ABHD5 PLIN5 PPI: ABHD5-PLIN5 interaction inhibitors, primary screen, cell lysate, split luciferase complementation, luminescence. Split G. princeps luciferase complementation, 4 h. inhibition, % at 4 µM. actives 0.78% (n = 360,000). Perilipin-5 (Homo sapiens) + 1-acylglycerol-3-phosphate O-acyltransferase ABHD5 (Homo …;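 active means inhibition above the mean inhibition across every tested compound plus 3 SD, cut at about 22% in these data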;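 further: 0% = DMSO only wells and the 100% control is not disclosed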
An asterisk follows results filed as active; · = not tested or not shown; & = joins results of further samples. Some of the compounds tested (hit frequency here may not be typical).

| smiles | N-glyco inh | ABHD5 PLIN5 PPI | MC4R antag cAMP | H9c2 protect | m5-HT2A agonist | MC4R barr agon | TLR9-MyD88 block | NOD2-RIPK2 inh | ABCB6 inh 2 | NCOA2 inhibitor |
| --- | --- | --- | --- | --- | --- | --- | --- | --- | --- | --- |
| O=C(Nc1cccc(Cl)c1)C1CCCN(S(=O)(=O)c2ccc(F)cc2)C1 (stereo not given) | -1 | 0 | 7 | -3 | -2 | 2.6 | -5 | 0 | 91 | 15 |
| Cc1cc(OCC(=O)Nc2ccncc2)cc(C)c1Br | -1 | 5 | -4 | -18 | -2 | 3.2 | 4 | -5 | 98 | -1 |
| CCOC(=O)c1ccc(NC(=S)NC(=O)c2nn(CC)cc2Br)cc1 | 3 | -1 | -3 | -15 | 5 | -3.0 | -8 | -2 | 88 | -36 |
| Cc1c(C(=O)Nc2ccccc2)sc2nc3n(c(=O)c12)CCCCC3 | 4 | 2 | -7 | -2 | 11 | 1.2 | 3 | -9 | 95 | -29 |
| Cc1cccc(C(=O)NNS(=O)(=O)c2ccc(F)cc2)c1O | 1 | 12 | 0 | 3 | 5 | 0.6 | 0 | -1 | 96 | 2 |
| Cc1cccc(NC(=O)CN2C(=O)N/C(=C\c3cccn3-c3cccc(C(=O)O)c3)C2=O)c1 | 0 | 9 | -7 | 6 | 7 | 0.3 | 4 | -2 | 92 | -3 |
| CCOc1ccc(-n2cc(C(=O)NCCOC)c3cc(OC)c(OC)cc3c2=O)cc1 | 1 | -7 | -4 | 11 | -3 | -1.1 | 5 | 6 | 100 | -6 |
| CCOC(=O)NC(=S)Nc1c(C)n(C)n(-c2ccccc2)c1=O | 2 | 0 | 2 | 8 | 4 | -2.6 | -3 | -13 | 97 | -26 |
| COc1ccccc1C(=O)N1CCN(Cc2nc(CC3CC3)no2)CC1 | 1 | -3 | 9 | 1 | 0 | -0.9 | -10 | -1 | 98 | -8 |
| COC(=O)[C@]12CCCCC=C1N(Cc1ccc3c(c1)OCO3)C(=O)[C@H](CC(=O)N1CCOCC1)C2 | · | 2 | · | · | 3 | · | · | -14 | · | -2 |
| c1ccc(CSc2nncn2-c2ccccn2)cc1 | -3 | 10 | 2 | 2 | 2 | -1.7 | 3 | 6 | 103 | -10 |
| Cc1c(N(C)S(=O)(=O)c2ccc(Cl)c(C(=O)NCC3CCCO3)c2)c(=O)n(-c2ccccc2)n1C (stereo not given) | 2 | 1 | 9 | -3 | -4 | -1.6 | -15 | -3 | 103 | 1 |
| FC(F)(F)c1cnc(Oc2ccccc2-c2nnc(-c3ccc(Cl)cc3)o2)c(Cl)c1 | -2 | 7 | 8 | -11 | 1 | -0.1 | -6 | 0 | 101 | -24 |
| CC(C)c1ccc(C2CC(=O)N3CN(C)CSC3=C2C#N)cc1 (stereo not given) | 1 | 4 | -5 | -2 | -7 | 0.3 | 7 | -2 | 99 | · |
| CCOc1ccc(OCC)c(NC(=O)c2ccc(CNc3c(N4CCOCC4)c(=O)c3=O)cc2)c1 | 2 | 0 | 10 | 3 | -1 | -0.2 | -9 | -2 | 95 | 5 |
| CCN(CC)S(=O)(=O)c1ccc(C(C)NC(=O)C2CCCN2C(=O)c2cccs2)cc1 (stereo not given) | -1 | -12 | 1 | -7 | 2 | -0.6 | -10 | 5 | 101 | 28 |
| CCOc1ccc(N(CC(=O)OC)S(=O)(=O)c2c(C)noc2C)cc1 | 0 | 3 | 4 | 2 | -6 | -1.9 | 0 | -1 | 97 | 11 |
| Cc1c(NC(=O)C2CC=CCC2C(=O)O)c(=O)n(-c2ccccc2)n1C (stereo not given) | 3 | 4 | 2 | -2 | 2 | -1.3 | 5 | 4 | 102 | -5 |
| Cc1cccc(Nc2ccc([N+](=O)[O-])cn2)c1 | 0 | 3 | -3 | -4 | -7 | -0.5 | 4 | 7 | 99 | -60 |
| CCN1C(=O)C2(C(C(=O)c3ccc(C)o3)=C(O)C(=O)N2CCCN(C)C)c2ccccc21 (stereo not given) | 2 | 4 | 6 | 6 | 2 | -2.8 | · | -17 | 102 | -7 |
| Brc1ccc(C2=CC(c3cccs3)n3ncnc3N2)cc1 (stereo not given) | -2 | -7 | -1 | 40 | -2 | 3.6 | 13 | 14 | 96 | 2 |
| CC(=O)c1ccc(NC(=O)CNc2cc(S(=O)(=O)N3CCOCC3)ccc2N2CCCC2)cc1 | 3 | -11 | 5 | -2 | 0 | 1.2 | -3 | 1 | 97 | -19 |
| O=C(CSc1nc(-c2ccccc2)nc2ccc(F)cc12)Nc1ccc(C(=O)O)cc1 | 3 | -2 | 1 | -3 | 4 | -1.1 | -8 | -6 | 91 | -10 |
| O=C(NCc1cccc(Cl)c1)c1ccc2nc[nH]c2c1 | -1 | 0 | 14 | 4 | -6 | 0.2 | -5 | 5 | 92 | -29 |
| CCOc1ccc(C2C3=C(CCCC3=O)Nc3nc(C(F)(F)F)nn32)cc1OC (stereo not given) | 1 | 1 | 0 | 7 | 1 | -0.4 | -3 | -4 | 124 | -1 |
| N#CC1=C(N)Oc2cc(O)ccc2C1c1ccccc1 (stereo not given) | 0 | -2 | 6 | 3 | -2 | 0.3 | 9 | 8 | 90 | 2 |
| COC[C@H]1CCCN1[C@@H]1CS(=O)(=O)N[C@H]1COCc1ccccc1 | 2 | 0 | · | -3 | 0 | · | · | -11 | 100 | -9 |
| CCN1C(=O)/C(=C2/Sc3ccccc3N2CCCS(=O)(=O)O)SC1=S | 1&1 | 3&-3 | -30&-16 | 3&-7 | -5&5 | -1.6&0.5 | 5&-10 | -6&-8 | 94&100 | -6&6 |
| NNC(=O)c1sccc1OCc1ccc(Cl)cc1 | 1 | -2 | -1 | 6 | -4 | 0.3 | -2 | -3 | 98 | -6 |
| Cc1c(NC(=O)c2ccco2)c(=O)n(-c2ccccc2)n1C | 0 | -3 | 3 | 1 | -2 | -0.8 | 1 | 4 | 95 | 12 |
| O=C(NCc1nnc(SCC(=O)N2CCC(Cc3ccccc3)CC2)o1)c1ccco1 | 0 | 0 | 2 | -7 | -9 | -2.3 | 2 | 3 | 93 | 15 |
| CC(C)CNC(=O)NC(=O)COc1ncnc2sccc12 | 0 | 14 | -2 | -1 | 1 | 4.0 | -44 | -3 | 97 | 1 |
| CC(=O)c1ccc(NC(=O)CCCCCn2nnc3ccccc3c2=O)cc1 | 0 | 6 | 7 | -4 | 3 | -2.4 | 0 | 3 | 97 | -26 |
| CC(=O)Nc1ccc(N=NN2CCOCC2)cc1 | 1 | 0 | 1 | -1 | 0 | -3.2 | 0 | -6 | 111 | -45 |
| CCn1c(O)c(/C=C2\C=NN=C2c2ccccc2)sc1=S | 0 | -5 | 15 | -6 | -1 | -1.3 | 9 | 5 | 98 | -1 |
| O=C(CSc1nnc2ccccn12)NC(=O)c1ccccc1Cl | 0 | 8 | 5 | 8 | 2 | 0.3 | 0 | 1 | 101 | 12 |
| Cc1ccc2c(c1)N(CCC(=O)NCCCOC(C)C)C(=O)C(C)O2 (stereo not given) | 0 | 7 | 2 | 2 | 1 | 0.9 | -6 | 0 | 99 | -3 |
| C[C@@H]1CN([C@H](C)CO)C(=O)CCCn2nncc2CO[C@@H]1CN(C)C(=O)c1ccccc1 | 1 | 6 | 7 | -5 | 9 | -0.6 | 1 | -6 | 92 | 11 |
| Cc1cccc(C)c1-n1nnnc1C(c1cc2ccccc2o1)N1CCN(C/C=C/c2ccccc2)CC1 (stereo not given) | -8 | 8 | · | 0 | -7 | · | · | -2 | 93 | 17 |
| Cc1cc(-c2ccc(C)c(S(=O)(=O)NCC3CCN(Cc4ccccc4F)CC3)c2)on1 | 4 | -2 | -4 | -4 | -4 | 2.1 | -7 | 3 | 100 | 11 |
| O=C(NCCc1ccccc1)c1noc2c1CCc1ccccc1-2 | -1 | 2 | 6 | -3 | -3 | 13* | -1 | -4 | 102 | -14 |
| COc1ccc(S(=O)(=O)N2CCCCCC2)cc1C(=O)NCc1ccccc1Cl | -7 | 3 | -6 | -4 | 3 | 1.4 | 2 | 2 | 99 | 17 |
| CCOc1cc(/C=N/n2cnnc2)cc(Br)c1O | 1 | -1 | -1 | 8 | 4 | -0.5 | 1 | -7 | 105 | -15 |
| CCOc1ccccc1NC(=S)NCC1CCCO1 (stereo not given) | 0 | -2 | 4 | 4 | -1 | -2.6 | 4 | -1 | 101 | -10 |
| COc1ccc2ccc(=O)oc2c1CC=C(C)C | -2 | -6 | 4 | 9 | -5 | -0.3 | -27 | -4 | 101 | -10 |
| CCOc1ccc2c(c1)S/C(=C\c1cccs1)C(=O)N2 | 7 | -2 | -1 | 2 | 4 | 2.8 | -2 | -5 | 95 | -37 |
| COC(=O)[C@@H]1C[C@@]2(O)[C@H](O)[C@H](O)[C@H](O)C[C@H]2N1Cc1ccccc1OS(=O)(=O)c1ccc(C)cc1 | 2 | 2 | -1 | 2 | 13 | -1.4 | 2 | 0 | 97 | 4 |
| CCOc1ccc(CN2CCN(Cc3cn(CC)nc3C)CC2CCO)cc1 (stereo not given) | 0 | -1 | -2 | -2 | 0 | 0.0 | 6 | -5 | 101 | 3 |
| Cc1cc(C)cc(N(C(=O)Cc2cccs2)C(C(=O)NC2CCCCC2)c2ccccn2)c1 (stereo not given) | -4 | 1 | 1 | 0 | -3 | -0.4 | 1 | 1 | 96 | -13 |
| CC1(C)CC=CC(COC(=O)c2ccccc2C(=O)O)C1 (stereo not given) | 0 | -8 | 5 | -5 | 1 | -2.1 | -1 | 5 | 105 | -4 |
| CC(=O)Nc1ccc(Nc2cc(N(C)C)c3nonc3c2[N+](=O)[O-])cc1 | 2 | 8 | 12 | 20 | 7 | -1.1 | -8 | -4 | 102 | -18 |
| O=C(CC1C(=O)CCCC1=O)c1ccccc1 | 8 | 3 | -5 | 16 | -1 | -0.8 | -8 | -1 | 98 | 4 |
| O=C(COC(=O)CCCC1=NS(=O)(=O)c2ccccc2N1)Nc1ccc(Br)cc1 | 2 | 7 | 8 | -5 | -9 | 1.1 | 1 | -2 | 104 | -18 |
